Bioassay records as filed in PubChem BioAssay.
MKP-3 inhibition: inhibition of rat DUSP6 enzyme activity – biochemical, in vitro, primary screen (AID 425); recombinant MKP-3 phosphatase activity, fluorescence; higher % means a stronger effect; one-dose inhibition, % at 20 µM; IC50 in µM for titrated hits; actives 0.17% (n = 110,000); in the data active = inhibition above about 50%;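 also: plate controls were vehicle for no effect and reference inhibitor for full effect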
Hsp70 inhibitors: small molecules displacing fluorescent ligand from Hsp70 – biochemical, fluorescence polarization, primary screen (AID 583). displacement, % at 20 µM, or IC50 in µM where a hit was titrated. Hsp70 fluorescence polarization probe displacement, mP; higher % means a stronger effect. actives 0.06% (n = 140,000); in the data active = displacement above about 50%;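 also: plate controls were vehicle for no effect and reference ligand for full effect; a part of the inactive calls stands beside numbers as strong as those of hits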
Active calls of the source: *; . = not tested or not shown. Only part of the results is shown. The share of hits here may be higher or lower than overall.

MKP-3 inhibition | Hsp70 inhibitors | Compound
. | 3.5% | CCOc1cc(S(=O)(=O)Nc2ccccc2CC)ccc1Cl
-2% | -4.3% | COCCSc1nc2sc3c(c2c(=O)n1-c1ccccc1)CCN(C)C3
2% | 0.9% | Cc1ccc(C)c(Nc2nc(-c3ccncc3)nc3ccccc23)c1
-1% | -0.9% | CC(C)CN(CC(C)C)C(=O)/C=C/c1ccccc1
-9% | 4.3% | C=C(C)Cn1c(-c2ccccc2)nc2ccccc21
-5% | 8.6% | COc1ccc(S(=O)(=O)NCCSc2ccc(C)cc2)cc1OC
3% | 0.3% | COc1ccc(OC)c(N2C(=O)NC(=O)C(=Cc3cccs3)C2=O)c1
3% | -5.7% | CCOC(=O)c1c(NC(=O)C(C)Oc2ccc(OC)cc2)sc2c1CCC(C)C2 (stereo not drawn)
-8% | -1.9% | COc1ccc(C2CC(=O)c3c(C)nc(N4CCN(Cc5ccccc5)CC4)nc3C2)cc1OC (stereo not drawn)
0% | 0.8% | CCOc1cc(OCC)cc(C(=O)Nc2ccc(C)cc2[N+](=O)[O-])c1
-2% | -3.5% | COc1ccc(N/C=C(\C#N)c2nc3ccccc3n2C)c(OC)c1
9% | -17% | C=CCN1C(=O)/C(=C\c2ccc(-c3ccc(F)c(Cl)c3)o2)SC1=S
-4% | 8.4% | COCCOC(=O)C1=C(C)OC(N)=C(C#N)C1c1ccc2c(c1)OCO2 (stereo not drawn)
1% | -0.9% | O=C(N/N=C/c1ccc(-c2cccc(C(F)(F)F)c2)o1)c1ccco1
3% | -1.6% | COC(=O)c1cc(NC(=O)c2cccc(N(C)C)c2)cc(C(=O)OC)c1
-10% | 1.2% | COc1ccc(S(=O)(=O)N2CCN(C(=O)NC3CCCCC3)CC2)cc1OC
2% | -0.9% | O=c1c2cc3c(=O)n(Cc4ccco4)c(=O)c3cc2c(=O)n1Cc1ccco1
1% | 8.3% | CC1=CC(C)(C)Nc2ccc(OC(=O)c3ccccc3Br)cc21
-2% | 7.9% | COc1nc(NC(C)(C)C)nc(Oc2ccc(=O)n(C)n2)n1
0% | -5.5% | O=C(O)C1C2CCC(C2)C1C(=O)Nc1nc(-c2ccc(Cl)cc2Cl)cs1 (stereo not drawn)
2% | -4.1% | CC(=O)Cc1cc(O)c2ccccc2c1OC(=O)c1ccc(C)cc1
0% | -0.5% | COc1cc2ccccc2cc1C(=O)N1CCN(C)CC1
3% | -1.6% | COc1ccc(/C=C/C(=O)c2ccc(Br)cc2)c(OC)c1
3% | -1.6% | COCCOC(=O)c1ccc(NC(=O)C(C)Oc2ccc(Cl)cc2C)cc1 (stereo not drawn)
4% | -2.2% | O=C(NC(CO)(CO)CO)c1cccc(-c2ccc(O)cc2)c1
5% | 0.4% | O=C(C1=C(Nc2ccc(Br)cc2)CCCC1)C(F)(F)F
0% | -1.4% | Cc1ccc(/C=C2\SC(=S)N(c3ccc(F)cc3)C2=O)cc1
. | -0.8% | CCC(C)NC(=O)Cn1nc(C(F)(F)F)c2c1CCCC2 (stereo not drawn)
. | -4.4% | COc1cc(OC)cc(-c2nnc(SCc3cccc(C(=O)O)c3)o2)c1
4% | -3.0% | Cc1ccc(-c2[nH]n3c(=O)c(C)c(C)nc3c2C)cc1

In another format: three of the compounds above
Under each structure: MKP-3 inhibition, Hsp70 inhibitors
O=C(C1=C(Nc2ccc(Br)cc2)CCCC1)C(F)(F)F
 : 5%, 0.4%
Cc1ccc(/C=C2\SC(=S)N(c3ccc(F)cc3)C2=O)cc1
 : 0%, -1.4%
CCC(C)NC(=O)Cn1nc(C(F)(F)F)c2c1CCCC2 (stereo not drawn)
 : ., -0.8%

(more compounds)
MKP-3 inhibition | Hsp70 inhibitors | Compound
-5% | 0.3% | Cc1ccc2c(c1)C(O)(c1c(C)[nH]c3ccccc13)C(=O)N2 (stereo not drawn)
. | -4.0% | Cc1ccccc1Cn1nnc(-c2ccc3c(c2)OCO3)n1
4% | -0.1% | COc1ccc(C(=O)Nc2nncs2)cc1S(=O)(=O)N1CC(c2ccccc2)CC1=O (stereo not drawn)
-5% | 5.2% | COc1ccc(OC)c(N2C(=O)CC(Sc3nc4ccccc4s3)C2=O)c1 (stereo not drawn)
5% | . | O=C(NCCN1CCOCC1)c1ccc2c(c1)N(Cc1ccccc1F)C(=O)CS2
8% | -1.6% | Cc1cc(C)c2nc(SCC(=O)N3CCCCC3)c(C#N)cc2c1
2% | -9.7% | Cc1ccc(C(=O)/C=C/Nc2ccc(Cl)c(Cl)c2)cc1
-1% | 4.1% | O=C(NCc1ccc(Cl)cc1Cl)C(=O)NC1CCCC1
5% | -4.8% | CCn1cc(C(=O)NN)c(=O)c2cc(Br)ccc21
-7% | -0.8% | COc1ccccc1C1(O)CCN(CC(=O)Nc2c(C)nn(C)c2C)CC1
-12% | -4.8% | Cn1cccc1C1NC(=O)c2c(sc3c2CCC(C(C)(C)C)C3)N1 (stereo not drawn)
. | 1.2% | CCc1nc(OCc2ccccc2)c2sc3nc4c(cc3c2n1)COC(C)(C)C4
-2% | 3.2% | O=C(NCC1c2ccccc2CCN1C(=O)CN1CCOCC1)C1CCCCC1 (stereo not drawn)
2% | 3.7% | CCOC(=O)c1c(NC(=O)c2ccc(C)c([N+](=O)[O-])c2)sc(C(=O)Nc2ccccc2C(F)(F)F)c1C
0% | -2.1% | O=C(O)c1ccc(N2C(=O)c3cc(Cl)c(Cl)cc3C2=O)cc1
. | 7.0% | Cn1cc(C(=O)NCC2COc3ccccc3O2)c(=O)c2cc(S(=O)(=O)N3CCCCC3)ccc21 (stereo not drawn)
0% | 1.5% | CCC(CC)NCc1ccccc1OC
3% | 1.4% | COc1cc(N2C(=O)NC(=O)/C(=C\c3cc(Br)c(O)c(OC)c3)C2=O)c(OC)cc1Cl
. | -1.0% | COc1cccc2c1OC1(C)CC2NC(=O)N1Cc1ccccc1 (stereo not drawn)
. | -3.4% | COCCNC(=O)C(=O)Nc1cccc(Br)c1
-5% | -0.6% | O=C(CSc1nnnn1C1CCCCC1)N1CCc2ccccc21
. | 0.9% | CCn1c(SCC(=O)Nc2ccccc2)nnc1C1CCCCC1
. | 6.1% | CCc1nnc(NC(=O)c2ccc3c(c2)C(=O)N(CC(C)C)C3=O)s1
-2% | 2.6% | Cc1ccoc1C(=O)Nc1ccccc1C(=O)O
-8% | -2.9% | COc1c(C(=O)Nc2c(C)n(C)n(-c3ccccc3)c2=O)ccc2ccccc12
-5% | 2.1% | CCc1c(C)c2ccc(OC(C)=O)c(C)c2oc1=O
-5% | 5.2% | O=C(CCN1CCCCC1)Nc1cccc(Cl)c1
-4% | 2.8% | CCCOc1ccc(/C(O)=C2/C(=O)C(=O)N(CCCOC)C2c2ccncc2)cc1 (stereo not drawn)
1% | 3.3% | Cc1cc(C)nc(N2C(=O)CC(Cc3ccccc3)C2=O)n1 (stereo not drawn)
-4% | 4.1% | COc1cccc(/C=C2\N=C(c3ccccc3OC)OC2=O)c1
-4% | -0.1% | COc1ccc(CCN2C(=O)CC(N3CCN(S(=O)(=O)c4ccccc4)CC3)C2=O)cc1 (stereo not drawn)
1% | -2.2% | Cc1cc(/C=N/n2cnnc2)c(C)n1-c1ccc2c(c1)OCO2
1% | -3.2% | O=c1oc2cc(OCc3ccc(Cl)cc3Cl)ccc2c2c1CCC2
0% | 20% | NN1C(=O)/C(=C\c2ccc([N+](=O)[O-])cc2)SC1=S
. | -6.4% | CC(C)n1c(NCc2ccc(N(C)C)cc2)nc2ccccc21
-6% | 1.0% | COC(=O)c1cc(NS(=O)(=O)c2ccc(OC)c(OC)c2)ccc1Cl
3% | 2.6% | COc1cccc(NC(=O)c2cc3ccccc3cc2OC)c1
0% | 3.7% | CC(=O)OC1(C(=O)O)C2CC3CC(C2)CC1C3 (stereo not drawn)
2% | -2.1% | COc1ccc(OC)c(C2NC(=O)NC(C)=C2C(=O)Nc2ccc(C)c(Cl)c2)c1 (stereo not drawn)
. | -5.1% | Cc1csc(Sc2ccc([N+](=O)[O-])cc2C(=O)OCC(=O)NC2CCCC(C)C2C)n1 (stereo not drawn)
. | 2.3% | CC1=C(C)[N+](=O)C2(O)CCCCC2(C)N1[O-] (stereo not drawn)
6% | -4.2% | CC1(C)CC(=O)C=C(NCC(=O)O)C1
3% | -0.5% | CCCCN(C)C(=O)c1coc(=O)c2ccccc12
. | -7.1% | C=CCn1c(SCCCCCC)nc(O)cc1=O
-5% | -9.8% | O=c1oc2cc(O)ccc2cc1-c1ccc(F)cc1
1% | -15% | CC(C)CCOC(=O)c1ccc2c3c(onc13)-c1ccccc1C2=O
2% | -0.7% | O=C(Nc1ccc(N2CCOCC2)c(Cl)c1)c1c(F)c(F)c(F)c(F)c1F
. | -3.6% | O=C(CCN1CCOCC1)Nc1ccccc1
. | 2.4% | Cc1ccc(-n2nnnc2SCC(=O)N2CCCCC2)cc1
3% | -1.7% | CCOc1ccc(-c2cc(C(=O)N/N=C/C=C/c3ccccc3)[nH]n2)cc1
2% | -0.1% | CCOC(=O)C1CCN(C(=O)c2ccccc2N(C)S(C)(=O)=O)CC1
-1% | 1.4% | COc1ccc(OC)c(NC2=C(Cl)C(=O)N(c3ccc(Br)cc3)C2=O)c1
4% | -2.7% | O=S(=O)(NCc1ccccc1)c1ccc(S(=O)(=O)N2CCCCC2)cc1
-9% | 8.5% | O=C(COc1ccc2c3c(c(=O)oc2c1)CCC3)c1ccc2c(c1)OCO2
3% | -0.4% | O=C(CCOc1ccccc1)Nc1cccc([N+](=O)[O-])c1
0% | 0.4% | COc1ccc(NS(=O)(=O)c2cc(C)ccc2NC(=O)c2cc(C)oc2C)cc1
3% | 6.2% | C/C=C(\C)c1nnc(NC(=O)C(C)C)s1
-11% | 0.7% | O=C(O)CCC(=O)N1CCc2cc(S(=O)(=O)N3CCN(c4ccc(F)cc4)CC3)ccc21
4% | 3.7% | O=C(Cn1nnc(-c2ccc(F)cc2)n1)N/N=C/c1ccc(-c2ccc3c(c2)COC3=O)o1
. | 3.3% | Cc1ccc(N(CC(=O)Nc2ccc(F)cc2)S(=O)(=O)N2CCCC2)cc1

Structures shown so far containing a furan ring, fused or not:
MKP-3 inhibition | Hsp70 inhibitors | Compound
9% | -17% | C=CCN1C(=O)/C(=C\c2ccc(-c3ccc(F)c(Cl)c3)o2)SC1=S
1% | -0.9% | O=C(N/N=C/c1ccc(-c2cccc(C(F)(F)F)c2)o1)c1ccco1
2% | -0.9% | O=c1c2cc3c(=O)n(Cc4ccco4)c(=O)c3cc2c(=O)n1Cc1ccco1
-2% | 2.6% | Cc1ccoc1C(=O)Nc1ccccc1C(=O)O
0% | 0.4% | COc1ccc(NS(=O)(=O)c2cc(C)ccc2NC(=O)c2cc(C)oc2C)cc1
4% | 3.7% | O=C(Cn1nnc(-c2ccc(F)cc2)n1)N/N=C/c1ccc(-c2ccc3c(c2)COC3=O)o1

(continued)
MKP-3 inhibition | Hsp70 inhibitors | Compound
4% | 0.2% | Cc1ccc(NC(=O)CC2CS(=O)(=O)CC2CC(=O)Nc2ccc(C)c(C)c2)cc1C (stereo not drawn)
4% | 9.6% | COc1ccc(NC(=O)COc2cccc(C)c2C)cc1
101%* | 98%* | Cc1ccc(C)n1-c1ccc(C(=O)O)c(O)c1
. | -3.4% | CNC(=O)/C=C1\NC(C)(C)Cc2c1ccc1ccccc21
-5% | -2.8% | Cn1cccc1Cc1nnc(SCC(=O)N2CCCc3ccccc32)n1-c1ccc(F)cc1
1% | 0.2% | CCC(C)C(NCc1cccc(C)c1)C(=O)O (stereo not drawn)
0% | 0.2% | CCN(CC)C(=O)c1ccccc1NC(=O)c1ccccc1F
-2% | 4.2% | CC(C)OC(=O)CN1CCN(C2c3ccccc3-c3ccccc32)CC1
0% | -1.0% | C/C(=N/NC(=O)COc1cccc(Cl)c1)c1ccccc1O
-10% | -3.7% | COC(=O)c1ccc(Cl)c(NC(=O)NC2CCCCC2)c1
11% | -4.1% | CCOc1ccc(-c2nn(-c3ccccc3)cc2C2C(C(=O)OC)=C(C)NC(C)=C2C(=O)OC)cc1[N+](=O)[O-]
-4% | -4.1% | O=C(Nc1ccc2c(c1)OCCO2)c1c(F)c(F)c(F)c(F)c1F
. | -3.5% | Cc1ccc(C(=O)CCNc2ccc(Cl)cc2)o1
-11% | . | CS(=O)(=O)Nc1ccc(OCc2ccccc2)cc1
-8% | 1.2% | Cc1c(NC(=O)Cn2nc(C(=O)O)c3ccccc3c2=O)c(=O)n(-c2ccccc2)n1C
2% | 2.6% | COc1ccc(OC)c(NC(=O)CN(c2ccc(C)c(Cl)c2)S(C)(=O)=O)c1
5% | 6.2% | Cc1cc(C)cc(N(C(C)C(=O)Nc2c(C)n(C)n(-c3ccccc3)c2=O)S(C)(=O)=O)c1 (stereo not drawn)
3% | -2.3% | O=C(CCCN1C(=O)c2cccc3cccc(c23)C1=O)Nc1ccc(OC(F)F)cc1
0% | -4.1% | COc1cccc(C(=O)OC(C)CN2CCCC2)c1 (stereo not drawn)
-6% | -0.5% | COc1ccc(/C(O)=C2\C(=O)C(=O)N(c3cc(C)on3)C2c2ccccc2OC)cc1C (stereo not drawn)
. | -2.7% | CCOC(=O)c1cc(-c2ccc(OC)cc2)nc2c1c(C)nn2CCC#N
0% | -0.1% | CC(C)c1nnc(NC(=O)CCC(=O)NCC2CCCO2)s1 (stereo not drawn)
. | -1.5% | O=C(NC1CCCCC1)NC1CC2CCC(C1)N2Cc1nnnn1Cc1ccc2c(c1)OCO2 (stereo not drawn)

A portion taken from the entries so far, for reference:
MKP-3 inhibition | Hsp70 inhibitors | Compound
0% | -1.0% | C/C(=N/NC(=O)COc1cccc(Cl)c1)c1ccccc1O
-10% | -3.7% | COC(=O)c1ccc(Cl)c(NC(=O)NC2CCCCC2)c1
11% | -4.1% | CCOc1ccc(-c2nn(-c3ccccc3)cc2C2C(C(=O)OC)=C(C)NC(C)=C2C(=O)OC)cc1[N+](=O)[O-]
